hcDAF12 agonist: H. contortus DAF-12 activation, primary screen. activation, % at 6.8 µM. 370,000 tested, 1.4% active. HEK293 hcDAF-12 lit1-tk-luc reporter, luminescence; 0% DMSO, 100% Δ7-dafachronic acid;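 active = activation above the mean of all tested compounds plus 3 SD, cut at about 5.5% in these data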;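 note: 100% = response to 3 µM Δ7-dafachronic acid high control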
DAX1 inh-1: DAX1 (NR0B1) inhibition, primary screen. HEK293T StAR-luciferase reporter, SF-1/DAX-1 repression relief. 370,000 tested, 1.1% active. AID 652010. inhibition, % at 6.8 µM;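 active = inhibition above the mean over all tested compounds plus 3 SD, cut at about 3.6% in these data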;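 note: 0% = DAX-1 cells with DMSO and 100% = cells lacking DAX-1 with DMSO; higher inhibition means more luminescence from relief of DAX-1 repression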
SMARCA2 activ: SMARCA2 function activation, primary screen | 370,000 tested, 1% active | activation, % at 9.1 µM | MG213 cells, MMTV-luciferase reporter, dexamethasone, overnight; in the data active = activation above about 7.8%;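 note: 0% = vehicle wells and 100% = reference activator wells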
GAA850 FXN act: frataxin GAA850 promoter activation | 360,000 tested, 0.56% active | AID 540364 | activation, % at 6 µM | HEK293 lucGAA850 FXN promoter luciferase reporter, 24 h; percent of 10 µM SAHA response;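 active = activation above the average of all compounds screened plus 3 SD, cutoff fixed separately per campaign, cut at about 7.5% in these data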;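 note: 0% = DMSO wells and 100% = 10 µM SAHA wells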
ADAM10 inh: ADAM10 inhibition, QFRET primary screen | O14672 | recombinant ADAM10, EDANS/DABCYL FRET peptide cleavage, 3 h | inhibition, % at 7 µM | 370,000 tested, 0.62% active;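 active = inhibition above a per-campaign cutoff equal to the mean of compounds falling between control-based bounds plus 3 SD, cut at about 20% in these data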;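 note: 0% = DMSO wells while the 100% control is not disclosed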
Target sequence (O14672 214-748 limits assumed): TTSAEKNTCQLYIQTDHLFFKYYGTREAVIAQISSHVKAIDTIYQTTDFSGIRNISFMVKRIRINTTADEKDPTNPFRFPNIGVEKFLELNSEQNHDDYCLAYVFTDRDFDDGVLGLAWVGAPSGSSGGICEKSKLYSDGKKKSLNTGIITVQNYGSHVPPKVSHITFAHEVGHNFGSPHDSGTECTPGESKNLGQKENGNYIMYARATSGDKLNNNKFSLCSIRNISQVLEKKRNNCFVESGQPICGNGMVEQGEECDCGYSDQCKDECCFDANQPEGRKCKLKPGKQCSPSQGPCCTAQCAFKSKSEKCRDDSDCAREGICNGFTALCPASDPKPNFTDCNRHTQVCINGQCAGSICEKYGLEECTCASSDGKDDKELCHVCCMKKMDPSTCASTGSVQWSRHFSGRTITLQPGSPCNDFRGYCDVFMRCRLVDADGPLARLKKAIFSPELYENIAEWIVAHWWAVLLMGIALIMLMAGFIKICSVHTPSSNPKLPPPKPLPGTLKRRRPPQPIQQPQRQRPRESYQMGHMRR
DAX1 inh-2: inhibitors of human orphan nuclear receptor DAX1 (NR0B1); P51843; HEK293 Gal4-DAX1 luciferase reporter, luminescence; inhibition, % at 6.75 µM; 340,000 tested, 0.99% active; AID 504766;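 active = inhibition above the mean over all tested compounds plus 3 SD, cut at about 4.2% in these data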;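 note: 0% = DAX1-transfected cells with DMSO and 100% = empty-vector control cells with DMSO; inhibition shows as a rise in luminescence from relieved DAX1 repression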
Target sequence (P51843 207-470 limits assumed): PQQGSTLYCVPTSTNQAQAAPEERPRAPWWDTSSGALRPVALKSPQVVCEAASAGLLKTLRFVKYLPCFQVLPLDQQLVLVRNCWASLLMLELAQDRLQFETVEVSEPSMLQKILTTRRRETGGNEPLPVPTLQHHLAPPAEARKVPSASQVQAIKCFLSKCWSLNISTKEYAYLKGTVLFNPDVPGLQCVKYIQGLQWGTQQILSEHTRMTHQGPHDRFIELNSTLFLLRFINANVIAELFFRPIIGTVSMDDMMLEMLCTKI
GC-A act: GC-A (human) enzyme activation | activation, % at 10 µM | P16066 | AID 1671463 | 370,000 tested, 0.14% active | HEK293 GC-A cells, cGMP TR-FRET, EC30 ANP; 0% at EC30 ANP, 100% saturating ANP; in the data active = activation above about 40%
hgDAF-12 ag: agonists of H. glycines DAF-12 nuclear receptor; HEK293 GAL4-hgDAF12 UAS-luciferase reporter, agonist luminescence; normalized to butyrate control; AID 687014; activation, % at 6.8 µM; 370,000 tested, 1.8% active;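 active = activation above a cutoff set at the mean of all screened compounds plus 3 SD, cut at about 10% in these data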;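 note: 0% = DMSO wells and 100% = sodium butyrate wells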
ssDAF-12 act: activates DAF-12 receptor from parasite S. stercoralis. HEK293 ssDAF-12/GRIP1 lit1-tk-luc reporter, luminescence; % of 3 µM dafachronic acid response. activation, % at 6.8 µM. 370,000 tested, 1% active;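 active = activation above the mean over all tested compounds plus 3 SD, cut at about 0.9% in these data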;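 note: 0% = DMSO-only wells and 100% = 3 µM delta7-dafachronic acid wells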
NPR2 activator: GC-B (human) receptor activation; HEK293-GC-B cells, CNP EC30, cGMP TR-FRET; 0% at EC30 CNP, 100% saturating CNP; activation, % at 10 µM; 370,000 tested, 0.11% active; AID 1920062;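 active = activation at 10 µM reaching about 35% in either raw or pattern-adjusted values, limit read from the data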
HGIII-sPLA2 inh: Blocks human group III sPLA2 activity; 370,000 tested, 0.56% active; inhibition, % at 12.2 µM; QFRET BODIPY PC-A2 liposome hydrolysis, fluorescence; AID 743126;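 active = inhibition above mean plus 3 SD of compounds lying within the high and low control bounds, cut at about 19% in these data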;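 note: 0% = median of test compound wells and 100% = no enzyme DMSO wells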
An asterisk follows results filed as active; nt = not tested or not shown.

SMILES	hcDAF12 agonist	DAX1 inh-1	SMARCA2 activ	GAA850 FXN act	ADAM10 inh	DAX1 inh-2	GC-A act	hgDAF-12 ag	ssDAF-12 act	NPR2 activator	HGIII-sPLA2 inh
COc1ccc(NC2CCCN(C(=O)c3ccc4nc(C)c(C)nc4c3)C2)cc1OC (stereo unspecified)	1.2	-0.6	0.9	4.9	-2.7	0.6	-5.2	0.5	-0.8	0.6	3.1
CCCCCC(=O)NC(=S)Nc1ccc(N2CCOCC2)cc1	0.0	0.1	-2.9	2.2	0.6	-0.6	4.5	-1.0	-0.3	0.1	11.7
CCOC(=O)/C=C/C(=O)Nc1ccc(S(=O)(=O)N2CCc3ccccc32)cc1	-0.4	-1.0	-0.7	1.6	1.2	-1.1	-40.5	-1.3	-1.4	-18.1	-5.0
CCC(=O)N1c2ccccc2NC2=C(C(=O)CCC2)C1c1ccco1 (stereo unspecified)	-0.7	0.3	1.1	1.5	-5.9	-0.1	-5.2	-3.0	-1.2	4.8	-2.4
O=C1C2C3C=CC(CC3)C2C(=O)N1c1ccc(Cl)cc1 (stereo unspecified)	-2.1	0.1	-2.0	1.3	-1.3	1.8	-2.1	-3.2	-0.8	0.6	-5.2
CN(C)S(=O)(=O)c1ccc2c(c1)C(CC(=O)O)OC2=O (stereo unspecified)	-0.4	-0.8	4.0	0.2	-3.7	0.7	4.6	-1.0	-1.5	2.9	-0.8
COc1ccccc1CNC(=O)Nc1nnc([C@H]2C[C@H](O)[C@@H](CO)O2)s1	0.2	-0.4	-5.0	-1.1	-6.4	nt	3.9	3.6	-0.8	-2.2	4.3
Cc1nnc(SCC(=O)NCC2CCCO2)n1Cc1ccccc1 (stereo unspecified)	-1.1	-0.9	-6.6	-1.2	-17.0	-0.7	-1.5	-0.7	-1.6	1.2	12.2
COc1ccc(CN2CCN(S(=O)(=O)c3ccc(F)cc3)CC2)c(OC)c1OC	-1.0	-0.5	2.3	2.1	14.1	0.9	5.3	0.8	-1.2	-2.6	5.7
Cc1cc(Br)cc2c1NC(=O)C2(O)CC(=O)c1ccco1 (stereo unspecified)	3.4	0.4	-1.2	0.2	-1.1	-1.7	5.8	1.6	-1.2	-5.4	2.7
COc1ccc(/C=N/NC(=O)c2cccnc2)cc1COc1ccc(NC(C)=O)cc1	0.6	-0.2	-1.7	-0.8	-3.4	-3.7	1.2	3.0	-1.4	-4.1	-6.4
CCOC(=O)Cc1cc(-c2ccccc2)nc2ccc3ccccc3c12	2.8	0.2	-2.7	2.7	-22.9	-0.1	4.0	5.1	-0.5	0.9	-9.3
O=S1(=O)CC2c3ccccc3CCN2CN1Cc1ccccc1 (stereo unspecified)	-3.4	-0.7	-2.2	nt	3.4	nt	-2.6	3.2	-0.4	-3.3	5.1
O=C(COC(=O)c1ccccc1)Nc1ccccc1Sc1ccccc1	-2.4	0.0	-2.1	1.7	1.2	0.3	-1.4	-0.6	-0.9	-2.9	-1.2
CCc1nnc(N/N=C/c2cc(Br)c(O)cc2O)n1N	-0.6	-1.8	0.7	-0.6	1.7	-1.4	-3.2	-6.2	-1.2	0.4	-5.0
CC1CCCN(C(=O)COC(=O)Cc2c(F)cccc2Cl)C1 (stereo unspecified)	1.6	0.3	1.9	0.6	-4.8	0.1	1.2	7.3	-0.3	4.2	-3.0
N/C(Cc1nc2ccccc2s1)=N\O	1.0	0.1	-4.6	0.7	12.1	1.6	-5.5	-1.3	-0.3	-2.6	-15.1
CN(C)c1ccc(/C=C(\C#N)C(=O)OCC(=O)N(C)C2CCS(=O)(=O)C2)cc1 (stereo unspecified)	1.4	1.7	-2.0	1.3	-5.7	0.5	-4.1	0.2	-0.5	-4.2	0.3
Fc1cccc(Nc2ncnc3sc4c(c23)CCC4)c1	-2.4	-0.1	5.2	2.2	3.6	0.8	2.5	0.4	-0.8	-5.0	-10.1
CC(C)Sc1nc2sc3c(c2c2nnc(SCC(=O)NCc4ccco4)n12)CCCC3	-0.9	-0.6	2.0	1.5	-4.7	-1.4	-2.7	-1.4	-1.2	-2.6	-4.0
Cc1ccc(Cn2nnc3c(=O)n(CC(=O)N4CCCc5ccccc54)cnc32)cc1	-1.1	-0.3	-1.1	-1.5	2.2	-1.1	4.0	1.2	-1.8	3.9	1.3
CC(C)(O)c1cn(-c2nonc2N)nn1	-0.4	-0.6	0.0	1.9	5.9	-0.1	-1.1	-0.1	-1.0	5.9	0.0
CCOc1cc(CNCc2cccs2)cc(Br)c1OC	-2.3	-0.1	-0.4	0.1	-0.8	0.5	1.6	-0.2	-1.0	-9.1	1.4
CCN(CC)c1ccc(S(=O)(=O)N2CCCCC2)cc1NC(=O)CSCc1c(C)noc1C	-1.9	-1.8	-0.3	10.4*	-6.8	-0.3	-2.3	-0.4	-1.2	-5.1	-6.0
Cc1cccc(Nc2nc(N)nc(CCl)n2)c1	0.6	-0.6	-3.0	-8.2	2.1	-1.6	6.9	-0.2	-0.6	-1.4	7.6
CCN1C(=O)[C@H]2[C@@H](c3ccc(-c4ccc(F)cc4)cc3)N[C@@](C)(C(=O)OC)[C@H]2C1=O	-1.7	-0.8	-1.8	0.3	5.2	-0.3	3.2	-0.2	-1.4	-1.0	-4.1
COC(=O)c1cnc(NNS(=O)(=O)c2ccc(C(F)(F)F)cc2)nc1C(F)(F)F	0.3	-0.5	-1.7	-0.2	3.9	3.1	-3.9	-1.2	-1.3	-2.1	5.2
CCOC(=O)/C=C(\C)Sc1cc(O)c2ccccc2c1O	5.8*	-1.2	-7.5	0.3	17.2	-2.7	3.3	-4.3	0.8	-3.7	5.1
OC[C@@H]1CN(Cc2ccncc2)C[C@H](n2cnc3c(N4CCN(c5ccccc5)CC4)ncnc32)O1	-4.1	-4.7	-4.9	-2.3	-16.4	nt	-2.2	-10.4	-2.2	0.3	3.9
COc1ccc(C(=O)NCC(=O)OCC(=O)c2ccc3c(c2)OCCO3)cc1	-1.3	0.2	0.0	-0.4	-1.2	-2.1	0.4	-0.1	-1.0	-3.3	0.4
CCOC(=O)C1CCCN(C(=O)c2ccc(SC(F)(F)F)cc2)CC1 (stereo unspecified)	-0.2	-2.1	-3.4	-0.2	8.1	nt	2.0	-5.8	-1.6	-0.8	8.2
COc1cc(NC(=O)c2ccc(NS(=O)(=O)c3c(C)noc3C)cc2)cc(OC)c1	0.6	0.7	0.6	1.3	-0.9	-0.5	-1.9	-0.6	-0.7	0.7	-27.1
CCCCNC(=O)C[C@H]1C[C@@]2(C(=O)OC)C(=C[C@H](C3CCCC3)O[C@@H]2C)N(Cc2ccc(Cl)cc2Cl)C1=O	-0.6	-0.8	-3.7	nt	-0.2	nt	-25.0	-4.5	-1.2	-19.8	6.3
O=C(Cc1cccc(NC(=O)C2CCCN(C(=O)C3CCCCC3)C2)c1)Nc1ccc(C(=O)N2CCOCC2)cc1 (stereo unspecified)	-0.5	0.7	-2.6	2.2	-6.6	0.2	3.8	-1.1	-1.0	-5.7	-1.6
C/C(=N\NC(=O)c1sccc1-n1cccc1)c1cccs1	-0.3	1.7	1.4	1.8	-2.2	2.1	-3.8	0.8	-1.0	0.7	-2.8
COc1ccc(OC)c(-n2c(-c3ccccc3)n[nH]c2=S)c1	1.5	-0.4	-4.4	0.1	-3.6	-0.6	-2.3	3.4	-1.1	7.2	16.0
CCCCOC(=O)c1ccc(O)cc1	-0.4	2.4	2.6	4.1	4.9	0.9	-0.7	1.3	-1.1	9.4	0.8
CCCCn1c(SCC(=O)NC2CCS(=O)(=O)C2)nc2cc(S(N)(=O)=O)ccc21 (stereo unspecified)	-1.0	0.8	-3.6	-0.7	-0.3	-0.2	-0.4	0.2	-1.9	1.2	-0.4
CCCc1nnc(NC(=O)Nc2ccc(OC)cc2)s1	0.4	0.0	-1.5	2.6	-0.3	-0.6	3.5	3.7	-1.5	-1.4	2.1
Cc1ccc(NC(=O)COC(=O)CN2CCCCCC2=O)c(C)c1	-2.2	-1.3	-1.8	2.0	-0.9	0.8	0.3	-2.8	-1.2	0.0	3.2
CCOc1cc(NC(=O)c2ccccn2)c(OCC)cc1NC(=O)c1ccc(OC)cc1	-1.8	-0.4	-2.1	0.0	-12.3	-1.5	-4.4	2.1	-1.4	-1.3	3.9
CNC(=O)c1ccccc1Sc1ccccc1C#N	-0.6	0.1	1.2	1.9	9.0	-0.5	-2.9	-4.4	-2.0	2.6	1.0
COC(=O)c1ccc(OC(=O)CCN2C(=O)C3CCCCC3C2=O)cc1 (stereo unspecified)	-0.9	-0.2	-1.3	-1.5	1.3	0.4	-1.2	2.0	-1.2	1.1	0.6
Cc1oc2c(C)c3oc(=O)c(CCC(=O)O)c(C)c3cc2c1-c1ccccc1	-1.2	-0.2	-2.3	0.7	-41.1	0.0	-2.8	-0.8	-1.1	1.5	4.9
O=C(c1ccncc1)N(c1ccc(N2CCOCC2)cc1)C(c1ccccc1)c1nc2ccccc2[nH]1 (stereo unspecified)	6.2*	5.3*	2.9	nt	-37.5	nt	-6.8	13.1*	0.1	-1.5	-8.0
O=C(NCC1CCCO1)c1cc(Br)c(Br)s1 (stereo unspecified)	-1.1	-1.0	-1.8	4.5	-3.1	0.2	2.3	3.3	-1.8	3.2	2.7

Of the compounds above, these have an aryl thioether with sulfur outside any ring.
SMILES	hcDAF12 agonist	DAX1 inh-1	SMARCA2 activ	GAA850 FXN act	ADAM10 inh	DAX1 inh-2	GC-A act	hgDAF-12 ag	ssDAF-12 act	NPR2 activator	HGIII-sPLA2 inh
Cc1nnc(SCC(=O)NCC2CCCO2)n1Cc1ccccc1 (stereo unspecified)	-1.1	-0.9	-6.6	-1.2	-17.0	-0.7	-1.5	-0.7	-1.6	1.2	12.2
O=C(COC(=O)c1ccccc1)Nc1ccccc1Sc1ccccc1	-2.4	0.0	-2.1	1.7	1.2	0.3	-1.4	-0.6	-0.9	-2.9	-1.2
CC(C)Sc1nc2sc3c(c2c2nnc(SCC(=O)NCc4ccco4)n12)CCCC3	-0.9	-0.6	2.0	1.5	-4.7	-1.4	-2.7	-1.4	-1.2	-2.6	-4.0
CCOC(=O)/C=C(\C)Sc1cc(O)c2ccccc2c1O	5.8*	-1.2	-7.5	0.3	17.2	-2.7	3.3	-4.3	0.8	-3.7	5.1
CCOC(=O)C1CCCN(C(=O)c2ccc(SC(F)(F)F)cc2)CC1 (stereo unspecified)	-0.2	-2.1	-3.4	-0.2	8.1	nt	2.0	-5.8	-1.6	-0.8	8.2
CCCCn1c(SCC(=O)NC2CCS(=O)(=O)C2)nc2cc(S(N)(=O)=O)ccc21 (stereo unspecified)	-1.0	0.8	-3.6	-0.7	-0.3	-0.2	-0.4	0.2	-1.9	1.2	-0.4
CNC(=O)c1ccccc1Sc1ccccc1C#N	-0.6	0.1	1.2	1.9	9.0	-0.5	-2.9	-4.4	-2.0	2.6	1.0

Screening results as filed in PubChem BioAssay.
